Hsp70 act – Hsp70 transcriptional activators, primary screen, cell-based, HeLa, Hsp70 promoter luciferase, luminescence, 10 µM. HeLa Hsp70 promoter luciferase reporter; scaled: vehicle 0, proteasome-inhibitor control 100%. activation, % at 10 µM. 200,000 compounds, 0.04% hits;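 active = activation above the mean across all tested compounds plus 3 SD, cutoff set per campaign, cut at about 5.5% in these data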;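 note: 100% = MG132 at 30 µM as the positive control and 0% = DMSO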
Redox H2O2 prof – compounds producing H2O2 with reducing agent – biochemical, NIH compound library profiling, artefact control for MLSCN library redox annotation, primary screen; DTT-dependent redox cycling H2O2, phenol red/HRP absorbance; 100% = 100 µM peroxide control, 0% = buffer; activation, % at 10 µM; 200,000 compounds, 0.03% hits; AID 878, 2007;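 active = activation of at least 50% relative to the plate's high and low controls in the primary single-dose screen; inactive = activation below 50%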;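 note: compound incubated with DTT at 0.8 mM final as the reducing agent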
APP 5UTR inh – inhibitors of APP translation via 5'UTR reporter, primary screen, APP 5'UTR luciferase, SH-SY5Y cells; 190,000 compounds, 0.82% hits; SH-SY5Y APP 5'UTR-luciferase reporter, luminescence; inhibition, % at 2 µM;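 active = inhibition above a set limit, derived from the sample mean plus 3 SD, cut at about 45% in these data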; note: values of inactives mirror those of a sister screen read the other way
G6PDH CS – L. mesenteroides G6PDH inhibitors, counter-screen for G6PDH-coupled screening assays, biochemical, Leuconostoc mesenteroides enzyme; glucose-6-phosphate dehydrogenase [Leuconostoc mesenteroides]; Purified L. mesenteroides G6PDH, diaphorase/resazurin coupled fluorescence, 45 min; inhibition, % at 5 µM; 200,000 compounds, 0.12% hits; AID 1020, 2008; in the data active = inhibition above about 50%
HMGR II inh – inhibitors of E. faecalis class II HMGR, primary screen, biochemical, Enterococcus faecalis. 190,000 compounds, 0.41% hits. HMG-CoA reductase (Enterococcus faecalis, mvaE). purified E. faecalis HMGR, NADPH absorbance 340 nm kinetic. inhibition, % at 10 µM;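 active = inhibition above a set limit, the median over all tested compounds plus 3 SD, cut at about 9.5% in these data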;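 note: enzyme runs in reverse so mevalonate oxidation gives rising NADPH absorbance; 0% = complete reaction with DMSO and 100% = background rate lacking mevalonate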
NF-kB neuron act – activators of NF-kB expression in neurons, primary screen, cell-based, HTS; human neuronal cells, NF-kB reporter expression; active compounds read high; fold change at 12.5 µM; 190,000 compounds, 1.6% hits; AID 1239, 2008; in the data active = fold change above about 3.3
FLuc stim CS – FLuc activators, initial screening, artefact control for FLuc-dependent activation tests, biochemical, ATPlite luminescence; Luciferin 4-monooxygenase (Photinus pyralis), P08659; ATPlite luciferase biochemical, 10 min; 0 = ATP-free wells, 1 = DMSO control; activation factor at 10 µM; 200,000 tested, under 10 active; AID 1027, 2008;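 active = luciferase activation factor, scaled between plate controls, of at least 2 with compound at 10 µM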
Target sequence (P08659 whole entry, looked up): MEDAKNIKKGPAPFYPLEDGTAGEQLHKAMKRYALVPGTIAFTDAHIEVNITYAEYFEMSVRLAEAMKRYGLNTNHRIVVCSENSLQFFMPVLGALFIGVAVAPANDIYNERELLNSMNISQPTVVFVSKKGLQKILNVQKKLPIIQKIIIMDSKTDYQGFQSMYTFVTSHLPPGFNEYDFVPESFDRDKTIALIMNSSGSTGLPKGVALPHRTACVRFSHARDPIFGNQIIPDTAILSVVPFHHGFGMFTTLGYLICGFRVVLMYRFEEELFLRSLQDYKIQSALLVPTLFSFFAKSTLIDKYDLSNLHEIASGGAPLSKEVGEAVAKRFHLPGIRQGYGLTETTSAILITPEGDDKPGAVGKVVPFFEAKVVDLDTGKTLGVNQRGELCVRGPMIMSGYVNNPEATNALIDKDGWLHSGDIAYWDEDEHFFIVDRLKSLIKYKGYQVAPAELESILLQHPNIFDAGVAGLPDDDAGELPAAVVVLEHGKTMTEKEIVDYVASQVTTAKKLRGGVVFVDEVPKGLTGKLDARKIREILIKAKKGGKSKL
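Assay system: Luciferase/luciferin detection reagent, cell-free biochemical luciferase assay / Also added: ATP substrate / Schedule: 10 min at ambient temperature / Measured by: luminescence measurement of luciferase light output / Benchmarks: low control with PBS replacing ATP, high control enzyme plus ATP without compound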
FLuc inhib CS – firefly luciferase enzyme inhibitors, primary screen, artefact control for luciferase-based inhibitor screens, biochemical, luminescence, ATPLite. Luciferin 4-monooxygenase (Photinus pyralis), P08659. 10 min. inhibition, % at 10 µM. 200,000 compounds, 1.5% hits. AID 1006, 2008;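 active = inhibition above about 50% when tested at 10 µM, limit read from the data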
APP 5'UTR act – activators of APP 5'UTR luciferase reporter, primary screen, SH-SY5Y cells | 190,000 compounds, 1% hits | activation, % at 2 µM | AID 1276, 2008 | SH-SY5Y APP 5'UTR luciferase reporter, luminescence; zero percent = DMSO vehicle wells;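 active = activation above a set limit, based on mean plus 3 SD of controls, cut at about 140% in these data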; note: values of inactives mirror those of a sister screen read the other way
STAT1 act – STAT1 signaling activators, primary screen, cell-based, HTS, luciferase reporter; NIH 3T3 STAT1-luciferase reporter, IFN-gamma, luminescence; 100% = IFN-gamma alone, no compound; activation (% of control), % at 5.5 µM; 200,000 compounds, 2.6% hits; AID 932, 2007;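 active = activation above the screen-wide mean activation plus 3 SD, cut at about 130% in these data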;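 note: raw ratio to IFN-gamma control signal so 100% means no change and 0% no light; values of inactives mirror those of a sister screen read the other way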
* hit, by the source's call; nt = no result given.

Structure,Hsp70 act,Redox H2O2 prof,APP 5UTR inh,G6PDH CS,HMGR II inh,NF-kB neuron act,FLuc stim CS,FLuc inhib CS,APP 5'UTR act,STAT1 act
Cc1ccc(C(C[N+](=O)[O-])n2nc(C)cc2C)cc1 (configuration not stated),-0.1,-0.7,-3,-1,-2,1.3,1,0,3,104
COc1cc(CNCCN2CCOCC2)ccc1OCc1c(Cl)cccc1Cl,0.0,-0.4,0,5,1,0.79,1,-3,0,94
CCOC(=O)CS(=O)(=O)c1nc(-c2ccc(F)cc2)cc(C(F)(F)F)n1,-0.1,1.3,61*,-4,-13,1.4,1,-4,-61,67
Cc1ccc(NC(=O)/C(Cl)=C/c2ccccc2)cc1C,-0.2,-0.5,-139,-14,-2,9.1*,0.5,48,139*,177*
CCOC(=O)C1CCN(CC(=O)Nc2cc(S(=O)(=O)N3CCOCC3)ccc2C)CC1,0.0,-1.5,2,0,-5,1.1,1,-2,-2,84
Cc1ccc(NCCc2ccc(C)nc2)cc1,-0.1,-16,53*,5,1,1.5,1,-2,-53,100
Cc1nc2ccccn2c1C(=O)OCC#N,0.0,0.1,-23,9,-2,1.2,1.1,-5,23,106
O=C(c1ccccc1Cl)N(C(=O)c1ccccc1Cl)c1nccc(-c2cccs2)n1,-0.4,1.3,3,21,-2,1.7,1,0,-3,105
C=CCNC(=O)C1CCN(c2c([N+](=O)[O-])cc(C(F)(F)F)cc2[N+](=O)[O-])CC1,-0.1,-1.8,10,0,3,1,1,-2,-10,92
CC(=O)NNC(=S)Nc1cc(S(=O)(=O)N(C)C)ccc1C,-0.2,0.1,-28,4,-6,1.2,1,-5,28,97
CCC(=O)NC1=C(NC(C)c2ccccc2)C(=O)c2ccccc2C1=O (configuration not stated),-0.2,-0.2,-16,25,-5,0.74,0.9,5,17,91
CCCCOP(=O)(c1ccc(N(C)C)cc1)C(O)c1ccncc1 (configuration not stated),-0.1,0.6,-2,3,1,1.1,1.1,-10,2,98
COc1ccc(-c2nn(-c3ccccc3)cc2C(=O)O)cc1OC,-0.3,0.2,-7,8,-1,1.2,0.2,82*,7,96
Cc1cc(-c2n[nH]c(=S)n2Cc2ccco2)nn1C,-0.2,-0.2,8,3,-2,1,1,-2,-8,107
Cc1ccc(-n2nnc3c(=O)n(CC(=O)OCc4ccccc4)cnc32)cc1,-0.1,-0.6,2,-9,1,1.1,1.1,-6,-2,99
COc1ccc(OC)c(-c2cc(C(=O)Nc3cccc(Cl)c3)no2)c1,-0.1,-0.9,5,-1,-1,1.1,1,-4,-5,91
COc1ccc(/C=N/n2cnc3scc(-c4cccs4)c3c2=O)cc1OC,-0.2,-0.3,8,-3,1,0.37,1.1,-6,-8,101
CN(C)c1ccc(/C=N/NC(=O)C2COc3ccccc3O2)o1 (configuration not stated),-0.2,0.0,-5,9,2,0.91,1,0,5,100
CCOC(=O)c1c(C)[nH]c(C(=O)CN2C(=O)NC(C)(c3ccc4ccccc4c3)C2=O)c1C (configuration not stated),-0.2,-3.8,11,11,-1,0.59,1.1,-11,-11,97
CCN(CC)CCNc1nc2c(c(=O)[nH]c(=O)n2C)n1CC(O)COc1ccc(Cl)cc1Cl (configuration not stated),0.1,0.6,18,10,-4,1.1,1.1,-6,-18,102
O=C1NCC(c2ccccc2)C1C(=O)N/N=C/c1ccc(Cl)s1 (configuration not stated),-0.1,-0.1,4,9,-6,1.2,1.1,-6,-4,106
O=C(CCCn1c(=O)[nH]c2ccsc2c1=O)NCc1cccs1,-0.1,0.9,2,8,-3,1,1,0,-2,106
Nc1cc(=O)[nH]n1C1CCCC1,-0.3,-2.1,21,6,-1,0.95,1,-1,-21,93
CC1=NC(=O)C(N=Nc2cccc(C(=O)O)c2)N1c1ccccc1 (configuration not stated),-0.6,0.2,-87,-1,-1,9.5*,0.5,54*,87,74
CCCCc1c(O)nc2ccccn2c1=O,-0.4,0.3,1,-11,0,0.9,1.1,-6,-1,99
COc1cc(C2CC(=O)Oc3c2c(=O)n(C)c2ccccc32)cc(OC)c1OC (configuration not stated),-0.2,0.0,0,10,6,0.99,1.1,-5,0,102
CC1Oc2ccccc2OC1C(=O)Nc1ccccn1 (configuration not stated),0.2,-0.3,-20,8,-2,0.95,1.1,-7,21,92
Cc1cc(C(=O)c2ccccc2)c(NC(=O)CN2CCOCC2)s1,-0.2,-0.3,3,-6,0,0.99,1.2,-18,-3,92
O=C(COC(=O)Cc1cccs1)Nc1ccccc1F,-0.1,0.1,0,13,-8,1.4,0.9,6,0,102
COc1ccc(/C=C/C(=O)NCc2ccccn2)cc1OC,-0.2,-0.9,-5,13,-2,1.1,1,0,5,102
O=C(Nc1ccccc1N1CCOCC1)C1CCN(S(=O)(=O)c2ccc(F)cc2)CC1,-0.4,0.3,4,2,-5,1.3,1.1,-10,-4,104
COc1nccnc1NS(=O)(=O)c1ccc(N=Cc2c(C)[nH]n(-c3ccc(Cl)cc3)c2=O)cc1,-0.3,0.6,13,3,0,1.2,0.9,12,-13,101
CN(C(=O)C1CCOC1)c1nnc(C2CCOC2)s1 (configuration not stated),-0.2,0.7,-1,-2,1,1.2,1.1,-7,1,98
CCC(=O)Nc1cccc(-c2cn3ccccc3n2)c1,-0.3,0.3,-6,-1,-7,1.5,0.7,28,6,114
CCC(C)(C(=O)NC1CCCCC1)N(C(=O)c1ccccn1)c1ccccc1 (configuration not stated),-0.3,0.1,3,4,-4,1.1,1,-1,-3,103
O=C(CSc1oc(-c2ccccc2)nc1S(=O)(=O)c1ccc(F)cc1)NCC1CCCO1 (configuration not stated),0.1,0.4,-1,8,-1,0.9,1,0,1,92
Cc1nnc(N2C(=O)C(O)=C(C(=O)c3ccco3)C2c2ccc(C(C)C)cc2)s1 (configuration not stated),0.1,0.0,-20,12,-6,1.5,0.9,6,20,111
O=C(COC(=O)Cn1cnc2ccccc21)NCCc1ccc(Cl)cc1,-0.1,-0.3,-4,3,1,0.9,1.1,-9,4,99
CCc1cc2c3c(c1)/C(=C1/SC(N)=NC1=O)C(=O)N3C(C)(C)C=C2C,-0.3,-7.0,7,5,-1,1.1,1,-2,-7,93
COc1ccc(C(F)(F)F)cc1NC(=O)c1nc2nc(C)cc(C(F)F)n2n1,-0.5,0.6,-7,-42,-1,1.2,1,-2,7,95
COc1ccc(C(=O)Nc2ccc(C3(C#N)CCCC3)cc2)cc1,-0.2,-0.1,-20,-1,-7,1.3,0.8,19,20,112
Cc1ccc(Nc2nc(N)c([N+](=O)[O-])c(NCc3ccco3)n2)cc1,-0.1,0.8,-10,-3,-2,1.4,1.1,-6,10,114
COc1cccc(N2CCN(Cc3nc4ccccc4c(=O)[nH]3)CC2)c1,-0.5,2.1,8,-16,0,0.91,1.1,-8,-8,101
COC(=O)CNc1c(-c2ccccc2)nc2ccc(Br)cn12,-0.2,-0.6,-35,3,-1,2,0.5,46,35,112
O=C(COc1ccc(S(=O)(=O)N2CCCC2)cc1Cl)N1CCN(c2ccccc2)CC1,-0.2,0.8,-3,0,-8,1.1,1,-1,3,104
Cc1ccccc1NC(=O)CNc1ccccc1N1CCCCC1,-0.3,0.2,1,nt,1,0.82,nt,nt,-1,99
Cc1cc(=O)n2c(C(=O)Nc3ccc(C(=O)OC(C)C)cc3)c(C(=O)Nc3ccccc3)sc2n1,-0.5,-3.3,-15,2,4,1.1,1,-4,15,104
CCCCCCCCCCCC(=O)NC1CCS(=O)(=O)C1 (configuration not stated),0.0,-1.7,11,5,1,0.9,1,-1,-11,108
COc1ccc(C2=NN(C(=O)CSc3nc4ccccc4s3)C(c3ccc(F)cc3)C2)cc1 (configuration not stated),-0.2,2.6,81*,-14,-7,0.68,1.1,-8,-81,117
Cc1ccc(C)c(Cn2c(=O)n(CCCC(=O)NCc3ccco3)c(=O)c3sccc32)c1,-0.4,0.1,-11,-4,-10,1.1,1.1,-7,11,93
COc1ccccc1NC(=O)COc1ccc(C(=O)OCC(=O)N(C(C)C)C(C)C)cc1OC,-0.1,1.4,-8,-3,3,1,1.1,-7,8,97
O=C(N/N=C/c1ccco1)c1cc(-c2ccc3ccccc3c2)n[nH]1,-0.4,0.6,nt,-7,-6,1.2,0.9,6,nt,113
CCOC(=O)C1CCCN(c2nnnn2-c2ccccc2)C1 (configuration not stated),0.0,0.4,-13,7,1,1.1,1,-3,13,102

Entries from the list above containing an NH in an aromatic ring (8):
Structure,Hsp70 act,Redox H2O2 prof,APP 5UTR inh,G6PDH CS,HMGR II inh,NF-kB neuron act,FLuc stim CS,FLuc inhib CS,APP 5'UTR act,STAT1 act
Cc1cc(-c2n[nH]c(=S)n2Cc2ccco2)nn1C,-0.2,-0.2,8,3,-2,1,1,-2,-8,107
CCOC(=O)c1c(C)[nH]c(C(=O)CN2C(=O)NC(C)(c3ccc4ccccc4c3)C2=O)c1C (configuration not stated),-0.2,-3.8,11,11,-1,0.59,1.1,-11,-11,97
CCN(CC)CCNc1nc2c(c(=O)[nH]c(=O)n2C)n1CC(O)COc1ccc(Cl)cc1Cl (configuration not stated),0.1,0.6,18,10,-4,1.1,1.1,-6,-18,102
O=C(CCCn1c(=O)[nH]c2ccsc2c1=O)NCc1cccs1,-0.1,0.9,2,8,-3,1,1,0,-2,106
Nc1cc(=O)[nH]n1C1CCCC1,-0.3,-2.1,21,6,-1,0.95,1,-1,-21,93
COc1nccnc1NS(=O)(=O)c1ccc(N=Cc2c(C)[nH]n(-c3ccc(Cl)cc3)c2=O)cc1,-0.3,0.6,13,3,0,1.2,0.9,12,-13,101
COc1cccc(N2CCN(Cc3nc4ccccc4c(=O)[nH]3)CC2)c1,-0.5,2.1,8,-16,0,0.91,1.1,-8,-8,101
O=C(N/N=C/c1ccco1)c1cc(-c2ccc3ccccc3c2)n[nH]1,-0.4,0.6,nt,-7,-6,1.2,0.9,6,nt,113
